# Screening results: PubChem, National Center for Advancing Translational Sciences (NCATS)
# SW480 rereplic = DNA re-replication induction in SW480 cells; SW480 DNA re-replication, Hoechst DNA content imaging, 48 h; Potency, µM (doses to about 46.1 µM), for the others: at the top dose re-replication activation, hits mostly activators; actives 1.8% (n = 340,000); AID 624297; also: potency is read from the fitted curve at half-maximal effect; % of control where 0% means no effect; nearly all actives have a fitted effect of over 55% in size
#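 Readout is total intensity of Hoechst-stained nuclei, excited at 405 nm and collected at 500-530 nm. Compound treatment lasted 48 hr at 37 C in 5% CO2 before staining.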
# IL-1B inflam inh = inflammasome signaling inhibition, IL-1 beta readout; THP-1 LPS/ATP IL-1B secretion, AlphaLISA, 16 h; active compounds read low; activity change, % at 57.5 µM; actives 4.7% (n = 360,000); AID 743279; in the data active = activity change below about -50%; inconclusive = mostly about -30% to -49%; also: % is scaled to controls: 0 for no effect and ±100 for the full control effect
#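 THP-1 cells pretreated 1 hr with compounds (up to 57.5 uM final), then stimulated with LPS (250 ng/mL final) plus ATP (1.25 mM final); secreted IL-1B measured by AlphaLISA after 16 hr, decreased signal indicating inhibition.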
# HT1080 IDH1KD tx = toxicity to HT-1080 IDH1 knockdown cells (counter line). HT-1080 IDH1 knockdown viability, ATP luminescence, 48 h. Potency, µM (titrated, usually from 46.1 µM), without a hit: at the top dose activity, negative = toxicity, hits mostly cytotoxic. actives 2% (n = 360,000). AID 686971;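 also: potency is read from the fitted curve at half-maximal effect; 0% = DMSO wells and -100% = cell-free medium wells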
#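 Viability of IDH1-knockdown HT-1080 fibrosarcoma cells was assessed by CellTiter-Glo after 48 h at 37 °C with titrated compound; concentration-effect curves were classified by fit quality and response size.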
# S2 tox = cell viability loss in ATXN counter-screen; actives 0.49% (n = 400,000); Potency, µM (doses to about 56.7 µM), usual class: cytotoxic; S2 cells (HEK-293 line with an ATXN2-luciferase reporter) viability, CellTiter-Fluor protease fluorescence, 24 h; also: potency is read from the fitted curve at half-maximal effect; nearly all actives have a fitted effect of over 40% in size
# HepG2 viability = HepG2 cytotoxicity, counter-screen for TGF-b inhibitors | HepG2 CAGA-GFP viability, ATP luminescence, 18 h | Potency, µM (highest dose often 46.1 µM), without a hit: top-dose activity change, negative = cytotoxicity, hits mostly cytotoxic | actives 0.76% (n = 410,000); also: potency is read from the fitted curve at half-maximal effect; some results filed as inactive show a strong effect at the top dose
#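 HepG2 CAGA-GFP cells (1000/well, DMEM with 1% FBS) received compound, then TGF-beta at 500 pg/mL final, and were incubated 18 hours at 37 degrees C. Viability was read by CellTiter-Glo luminescence. Media-only wells were set as complete cell-killing and DMSO as no toxicity.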
# ATXN2 expr inh = inhibitors of ATXN2 expression. actives 0.72% (n = 360,000). HEK-293 ATXN2-luciferase reporter, luminescence, 24 h. Potency, µM (series often up to 57 µM), for the others: at the top dose activity change, negative = inhibition, actives largely listed as inhibitors. AID 1745845; also: potency is read from the fitted curve at half-maximal effect; % is scaled to controls: 0 for no effect and ±100 for the full control effect; nearly all actives have a fitted effect of over 55% in size
#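 ATXN2-luciferase reporter cells (luciferase flanked by upstream and downstream ATXN2 gene portions) were treated 24 h at 37 °C with compounds at up to 57 uM. SteadyGlo luminescence gave expression; GF-AFC fluorescence gave viability.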
# KB-3-1 tox = kills parental KB-3-1 adenocarcinoma cells; actives 1.4% (n = 400,000); Potency, µM (doses to about 46.1 µM), without a hit: at the highest dose activity change, negative = cytotoxic, actives largely listed as cytotoxic; KB-3-1 viability, CellTiter-Glo ATP luminescence, 72 h; also: potency is read from the fitted curve at half-maximal effect; % is scaled to controls: 0 for no effect and ±100 for the full control effect; nearly all actives have a fitted effect of over 60% in size
#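 Parental KB-3-1 adenocarcinoma cells in phenol-red-free DMEM with 10% FBS were pin-treated with compounds at several concentrations, incubated 72 h at 37 °C, and viability read by CellTiter-Glo luminescence; concentration-effect curves were fitted after normalization.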
# HT1080-NT tox = kills 2HG-producing HT-1080-NT fibrosarcoma cells; HT-1080-NT fibrosarcoma viability, CellTiter-Glo ATP luminescence, 48 h; Potency, µM (highest dose often 46.1 µM), without a hit: at the highest dose activity, negative = less viability, usual class: cytotoxic; actives 1.6% (n = 360,000);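 also: NT is the 2HG producing partner of a matched IDH1 knockdown line; potency is read from the fitted curve at half-maximal effect; 0% = DMSO-treated cells and -100% = media-only wells without cells; nearly all actives have a fitted effect of over 55% in size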
#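 Viability of the 2HG-overproducing fibrosarcoma line after 48 hours of compound exposure at 37 degrees C was determined by luminescence with CellTiter-Glo, and concentration-effect curves were then fitted and categorized.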
# MCF10A rereplic = induces DNA re-replication in MCF 10a normal breast cells; MCF 10A DNA re-replication, Hoechst nuclear intensity, 48 h; Potency, µM (doses to about 46.1 µM), for inactives: at the highest dose activity, positive = re-replication, hits mostly activators; actives 2.9% (n = 350,000); AID 624296; also: potency is read from the fitted curve at half-maximal effect; % of control where 0% means no effect; nearly all actives have a fitted effect of over 50% in size
# Active calls of the source: *; i = inactive; ? = inconclusive; nt = no result given; & = joins results of further samples; [ ] = remark or other dose. Unless noted, calls follow the shape of the dose curve; as a rule, active = well fitted curve in the direction sought with a large enough effect; inconclusive = small, poorly fitted or top-dose-only effect, or another doubt; inactive = no such curve, though single readings can be large; an effect the other way counts as inactive or inconclusive. Hits appear at their usual frequency; 8.9% or so of the library scored in one or more.
# Under each structure: IL-1B inflam inh	KB-3-1 tox	MCF10A rereplic	SW480 rereplic	HT1080 IDH1KD tx	S2 tox	HT1080-NT tox	HepG2 viability	ATXN2 expr inh
1: NS(=O)(=O)c1ccc(CNC(=O)c2cc(=O)c3cc(Cl)ccc3o2)cc1
    0	-3%	0%	6%	0%	i	0%	-1%	5%
2: O=C(NCCc1ccccc1)C1CCCN(S(=O)(=O)c2cccnc2)C1 (stereo not given)
    -6	-1%	-2%	6%	10%	i	15%	1%	0%
3: COc1ccccc1Nc1ccc(C(=O)NCc2cccs2)cn1
    -20	-5%	-2%	?	18%	i	23%	-63%	6%
4: Cc1nc2ccccc2c(=O)n1CCc1ccc(O)cc1
    -1	-2%	-6%	4%	18%	i	27%	-7%	-12%
5: COc1ccc(C2/C=C\CN(C(=O)Nc3ccc(C(F)(F)F)cc3)CC(=O)N2Cc2ccc(F)cc2)cc1 (stereo not given)
    0	?	3%	-2%	?	?	?	-45%&-66%	0%
6: Cc1cnc(C)c(Nc2nc(C(N)c3ccccc3)cs2)n1 (stereo not given)
    0	0%	nt	nt	?	i	?	-21%	-11%
7: CC1CC(C)(C)NC(=S)N1CC(=O)NCc1ccc2c(c1)OCO2 (stereo not given)
    1	-11%	-4%	-4%	18%	i	15%	-8%	6%
8: COCCCn1c(SCC(=O)OC2CCCCC2)nnc1-c1ccco1
    -3	1%	6%	-1%	-1%	i	0%	-16%	9%
9: COc1cc2c(cc1OC)/C(=C/C(=O)c1ccc([N+](=O)[O-])c(C)c1)NCC2
    -2	-7%	0%	-18%	15%	i	-1%	-16%	nt
10: O=C(Nc1ccc(S(=O)(=O)N2CCN(Cc3ccccc3)CC2)cc1)c1cnccn1
    0	10µM*	4%	-3%	-13%	i	-6%	5%	-21%
11: C=C(C)c1cccc(C(C)(C)NC(=O)Nc2cccnc2)c1
    4	15%	-10%	-1%	-9%	i	-4%	-5%	-19%
12: O=C(O)C1(Nc2ccc(Br)cc2)CCCC1
    29	6%	4%	-2%	-1%	i	-1%	17%	1%
13: O=C(Cc1ccccc1)NS(=O)(=O)c1ccc(N=NN2CCOCC2)cc1
    4	-1%	11%	-2%	-4%	i	9%	-6%	-18%
14: COc1cccc(CNC(=O)CCS(=O)(=O)c2ccc3c(c2)NC(=O)C(C)S3)c1 (stereo not given)
    26	-8%	0%	13%	-4%	i	2%	-26%	-6%
15: O=S(=O)(NC1CCCC1)c1ccc(S(=O)(=O)NC2CCCC2)cc1
    57	-14%	2%	-3%	2%[9.24 µM]	i	-29%	3%	-3%
16: O=C(N/N=C/c1ccncc1)c1ccccn1
    8	-17%	-7%	-7%	-15%	i	-13%	-21%	12%
17: O=C(O)CN1C(c2ccccc2)=Nc2ccc(Br)cc2C1c1ccccc1 (stereo not given)
    0	-6%	-11%	-28%	2%	?	2%	16%	-18%
18: C/C(N)=C(/C#N)C(=O)CSc1cc(C)c2ccccc2n1
    9	0%	0%	-197%[inhibitor]	0%	i	15%	1%	nt
19: Nn1c(SCC(=O)N2CCCc3ccccc32)nnc1-c1ccc(Cl)cc1
    9	-1%	18%	-3%	-25%	i	-13%	-2%	1%
20: CCCNC(=S)N1CC2(C)CN(C(=O)C(=O)OC)CC(C)(C1)C2=O
    14	-5%	-2%	166%	19%	i	-14%	11%	0%
21: Cc1nc(-c2cccs2)sc1C(=O)NN
    8	-4%	9%	-9%	?	i	-27%	10%	-15%
22: COCCn1c(SCC(=O)N(C)C2CCS(=O)(=O)C2)nc2ccccc2c1=O (stereo not given)
    10	17%	-7%	-14%	14%	i	13%	10%	-5%
23: CC1(C)C(=O)Nc2ccccc2N1C(=O)COc1ccccc1C#N
    12	1%	-12%	0%	9%	i	8%	-12%	-1%
24: O=C(c1cccc(Cl)c1)C1CCCN(Cc2ccc(N3CCNC3=O)cc2)C1 (stereo not given)
    -4	?	0%	-7%	?	i	-16%	-24%	-6%
25: Clc1ccc(C(c2ccccc2Cl)C(Cl)Cl)cc1 (stereo not given)
    0	0%	?	-3%	-3%	i	-7%	5%	?
26: CN(C)C(=O)/C(C#N)=C\c1cc(Br)c(Sc2ccc(Cl)cc2)o1
    -94*	-22%	4%	2%	5%	i	-18%	-4%	-17%
27: Cc1cc(C)cc(Nc2nc3cc(Cl)c(Cl)cc3nc2-n2nc(C)cc2C)c1
    nt	10%	nt	nt	nt	i	nt	1%	9%
28: FC(F)(F)c1cc(Cl)c2nc(-c3ccccc3)c(Cc3ccccc3)n2c1
    0	0%	nt	nt	13%	i	22%	-38%	6%
29: Cc1ccc(Sc2ncccc2C(=O)NC2CCCCCC2)cc1C
    16	7%	-2%	1%	22%	i	19%	3%	6%
30: Clc1ccc(-c2noc3ncnc(N4CCCCC4)c23)cc1
    nt	5%	nt	nt	nt	i	nt	1%	-8%
31: COc1ccc(S(=O)(=O)c2cnc3cc(OC)c(OC)cc3c2N2CCCC(C)C2)cc1 (stereo not given)
    nt	?	nt	nt	nt	?	nt	-22%	?
32: CCN(CC)S(=O)(=O)c1ccc(NC(=O)c2ccc(N(C)S(C)(=O)=O)cc2)cc1
    -13	?	15%	-4%	-19%	i	-2%	-3%	-34%
33: Cc1ccccc1NC(=O)COC(=O)COc1ccc2ccc(=O)oc2c1
    -24	-4%	nt	nt	19%	i	1%	15%	nt
34: CSCCC(NC(=O)c1ccccc1Cl)C(=O)NCCOc1ccccc1 (stereo not given)
    -13	-4%	9%	8%	-3%	i	-4%	-70%	7%
35: CCc1ccc(NC(=O)c2ccccc2Br)cc1
    -24	13%	-49%[inhibitor]	-7%	0%	i	2%	0%	67%[activator]
36: Cc1cc(C)c(S(=O)(=O)Nc2ccc(O)cc2)c(C)c1
    -2	-13%	5%	6%	-1%	i	-10%	-5%	1%
37: O=C(O)CN1C(=O)/C(=C/c2cccc(Cl)c2)Oc2ccccc21
    1	-5%	16%	4%	-14%	i	0%	3%	26%
38: CC(=O)Nc1ccc(C(=O)NNC(=O)C2C3CCCCC32)cc1 (stereo not given)
    20	4%	7%	-15%	4%	i	6%	8%	16%
39: O=C(NCCCN1CCOCC1)c1cc(S(=O)(=O)N2CCOCC2)c(Cl)cc1Cl
    1	nt	?	-5%	2%	i	29%	14%	-1%
40: CC(C)CC1(C(=O)NCCc2c[nH]c3ccccc23)C=CCN1C(=O)c1ccccc1 (stereo not given)
    -11	3%	2%	2%	3%	i	1%	-25%	6%
41: COc1cccc(CNC(=O)c2cccc(NC(=O)CC3SC(N4CCCCC4)=NC3=O)c2)c1 (stereo not given)
    5	?	11%	-30%	-4%	i	-3%	1%	-26%
42: COc1ccc(CN2C(=O)C(C)Nc3ncnc(N4CCOCC4)c32)cc1 (stereo not given)
    93	?	?	?	15µM*	i	?	6%	1%
43: CCCCOc1ccc(CNC(=O)NS(=O)(=O)c2ccc(OCC(C)C)cc2)cc1
    39	0%	2%	1%	6%	i	1%	-7%	6%
44: Cc1nc2ccc([N+](=O)[O-])cc2s1
    17	9%	2%	-3%	16%	i	14%	-9%	-11%
45: CC1CC(=O)N(CC(=O)Nc2ccc3c(c2)OCCO3)c2ccccc2S1 (stereo not given)
    0	-10%	-3%	-3%	-17%	i	-12%[9.24 µM]	-3%	7%

# 2 compounds picked at random from those above, as already listed:
# Under each structure: IL-1B inflam inh	KB-3-1 tox	MCF10A rereplic	SW480 rereplic	HT1080 IDH1KD tx	S2 tox	HT1080-NT tox	HepG2 viability	ATXN2 expr inh
36: Cc1cc(C)c(S(=O)(=O)Nc2ccc(O)cc2)c(C)c1
    -2	-13%	5%	6%	-1%	i	-10%	-5%	1%
31: COc1ccc(S(=O)(=O)c2cnc3cc(OC)c(OC)cc3c2N2CCCC(C)C2)cc1 (stereo not given)
    nt	?	nt	nt	nt	?	nt	-22%	?

# The list goes on:
# Under each structure: IL-1B inflam inh	KB-3-1 tox	MCF10A rereplic	SW480 rereplic	HT1080 IDH1KD tx	S2 tox	HT1080-NT tox	HepG2 viability	ATXN2 expr inh
46: O=C(NCc1ccco1)c1cccc(S(=O)(=O)N2CCN(Cc3ccccc3)CC2)c1
    -14	-2%	4%	?	0%	i	-1%	-7%	-13%
47: COc1ccc(NC(=O)c2sc(=O)n(Cc3cccc(C(F)(F)F)c3)c2C)cc1OC
    -23	8.2µM*	nt	nt	?	?	-2%	1%	-40%
48: O=C(NCC1CCCO1)c1cc2c(s1)CCCC2 (stereo not given)
    13	-8%	-3%	-37%[inhibitor]	5%	i	-1%[9.24 µM]	4%	6%
49: Cc1c(O)c2cccnc2[nH]c1=O
    -4	-13%	-5%	-5%	13%	i	0%	4%	-5%
50: CCOc1ccc(NC(=O)c2nnn(CC(=O)Nc3ccccc3OCC)c2N)cc1
    3	-2%	-2%	-2%	-10%	i	-15%	-1%	12%
51: CCOC(=O)CCC(NC(=O)c1cncc(O)c1)C(=O)OCC (stereo not given)
    -11	-1%	1%	-4%	-7%	i	2%	-1%	-4%
52: CCOC(=O)c1sc(NC(=O)C(OC(C)=O)c2ccccc2)nc1C (stereo not given)
    12	0%	4%	15%	2%	i	5%	5%	40%[activator]
53: CCc1ccc(-n2c(=O)c3c(C)c(C(=O)N(C)C)sc3n(CC(=O)NCC3CCCO3)c2=O)cc1 (stereo not given)
    18	9%	1%	0%	1%	i	2%	4%	-5%
54: Cc1ccccc1N(C(=O)c1cccs1)c1nc2ccccc2s1
    -22	-2%	?	?	-6%	i	-6%	-12%	6%
55: NC(=O)c1nsc(C(=O)N(Cc2cccnc2)C(C(=O)NCc2ccc(F)cc2)c2ccc(F)cc2)c1N (stereo not given)
    -55*	-2%	19%	15%	-4%	i	-2%	-15%	-9%
56: FC(F)(F)c1cccc(N2CCN(Cc3nnc(-c4ccccc4)o3)CC2)c1
    nt	4%	nt	nt	nt	i	nt	-15%	1%
